Source: PubChem BioAssay
EPAC2 ag = agonists of human EPAC2 (RAPGEF4). AID 720711. Potency, µM (series often up to 154 µM), for inactives: at the highest dose activation, usual class: activators. EPAC2 activation, biochemical qHTS; response scale: 100% = 6.5 mM cAMP response. Q8WZA2. actives 0.079% (n = 360,000); note: nearly all actives have a fitted effect of over 50% in size
Target sequence (Q8WZA2 whole entry, looked up): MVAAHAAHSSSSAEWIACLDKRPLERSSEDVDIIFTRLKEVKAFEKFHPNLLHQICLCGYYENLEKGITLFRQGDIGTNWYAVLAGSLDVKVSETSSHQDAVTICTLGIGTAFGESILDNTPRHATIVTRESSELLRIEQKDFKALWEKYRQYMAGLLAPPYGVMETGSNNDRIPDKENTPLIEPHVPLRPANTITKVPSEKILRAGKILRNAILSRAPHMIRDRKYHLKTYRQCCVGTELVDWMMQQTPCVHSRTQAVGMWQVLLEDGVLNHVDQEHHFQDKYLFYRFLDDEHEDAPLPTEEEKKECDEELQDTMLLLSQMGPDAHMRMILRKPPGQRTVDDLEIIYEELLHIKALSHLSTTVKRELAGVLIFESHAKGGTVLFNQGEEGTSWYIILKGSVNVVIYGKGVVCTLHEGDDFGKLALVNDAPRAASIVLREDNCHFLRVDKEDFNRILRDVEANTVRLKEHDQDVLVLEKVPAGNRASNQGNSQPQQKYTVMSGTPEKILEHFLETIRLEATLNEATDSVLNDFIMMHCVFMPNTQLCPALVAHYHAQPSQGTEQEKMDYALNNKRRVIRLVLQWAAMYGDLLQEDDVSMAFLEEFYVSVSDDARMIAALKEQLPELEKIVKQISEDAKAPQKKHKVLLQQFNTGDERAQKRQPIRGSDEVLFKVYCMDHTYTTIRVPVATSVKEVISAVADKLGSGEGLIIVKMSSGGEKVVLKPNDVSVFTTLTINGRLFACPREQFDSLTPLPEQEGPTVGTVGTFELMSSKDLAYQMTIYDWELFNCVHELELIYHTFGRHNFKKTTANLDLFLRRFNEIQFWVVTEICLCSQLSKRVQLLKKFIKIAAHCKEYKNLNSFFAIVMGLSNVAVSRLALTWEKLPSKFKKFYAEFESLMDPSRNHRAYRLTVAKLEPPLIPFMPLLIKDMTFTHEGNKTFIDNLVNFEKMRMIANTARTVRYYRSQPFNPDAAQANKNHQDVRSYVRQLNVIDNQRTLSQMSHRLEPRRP
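Nucleotide exchange monitored as fluorescence drop when BODIPY-GDP leaves Rap1B. Reaction: 100 nM EPAC2, 250 nM RAP1B-BODIPY-GDP, 50 uM GDP, room temperature, kinetic read over 30 min. Activity expressed relative to 6.5 mM cAMP.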
aSyn rescue = alpha-synuclein toxicity inhibition in yeast; actives 0.14% (n = 370,000); Yeast expressing alpha-synuclein, growth rescue, BacTiter-Glo, 24 h; Potency, µM (top dose mostly 46.1 µM), for inactives: at the top dose growth rescue (activation), actives largely listed as activators; note: % of control where 0% means no effect; nearly all actives have a fitted effect of over 65% in size
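Galactose-induced alpha-syn yeast (OD600=0.02, raffinose-pregrown) + pinned cpd, 24 hr, 30 deg C; growth by BacTiter-Glo luminescence. Growth restoration scores as activation.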
PTHR1 ag = agonists of human PTHR1 parathyroid hormone receptor. Q03431. HEK293 GP2 PTHR1 cells, GloSensor cAMP luminescence, 1 h. Potency, µM (top dose mostly 115 µM), without a hit: at the highest dose activation, most hits filed as activators. actives 0.075% (n = 410,000); note: nearly all actives have a fitted effect of over 55% in size; some results filed as inactive show a strong effect at the top dose; inactives centre near -15; many of its hits are not listed in these tables
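HEK-293-derived GP2 cells expressing PTHR1 and a GloSensor cAMP reporter, 3,000/well, plated overnight, given luciferin plus IBMX (each 0.5 mM as added) for 1 h at 37 °C, then compound for 1 h at 37 °C. Luminescence was read after 15 min at room temperature.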
EPAC1 ag = activates human EPAC1 exchange factor. O95398. EPAC1 agonist qHTS, biochemical assay; response scale: 100% = response to 6.5 mM cAMP. Potency, µM (doses to about 154 µM), for the others: at the top dose activation, actives largely listed as activators. actives 0.073% (n = 360,000); note: nearly all actives have a fitted effect of over 60% in size
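Compounds were pinned as a concentration titration into mixtures of EPAC1 (100 nM), BODIPY-GDP-loaded Rap1B (250 nM) and GDP (50 uM). After 5 min at room temperature, fluorescence was followed for 30 min; activity was scaled to 6.5 mM cAMP.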
TDP-43 yeast inh = TDP-43 toxicity inhibition in yeast | TDP-43 expressing yeast growth rescue, BacTiter-Glo, 24 h | Potency, µM (highest dose often 46.1 µM), inactives show at the highest dose growth rescue (activation), most hits filed as activators | actives 1.8% (n = 410,000) | AID 652104; note: % of control where 0% means no effect; nearly all actives have a fitted effect of over 50% in size
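Galactose-induced TDP-43 yeast, OD600=0.02, compound pinned; 24 hr, 30 deg C; BacTiter-Glo luminescence for growth. Inhibitors of TDP-43 toxicity read as activators.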
FUS yeast rescue = rescues growth of FUS-expressing yeast; S. cerevisiae FUS-expressing, growth rescue, OD600, 24 h; Potency, µM (doses to about 76.6 µM), for the others: at the top dose growth rescue (activation), hits mostly activators; actives 0.24% (n = 390,000); AID 1347120;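 note: plate controls were DMSO vehicle for no effect and reference control for full effect; nearly all actives have a fitted effect of over 55% in size; some results filed as inactive show a strong effect at the top dose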
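Compound concentration series was pinned onto galactose-induced FUS-expressing yeast seeded at OD 0.005. Plates sat 24hr at 30C; absorbance at 600 nm gave growth. DMSO served as background control.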
EPAC2 antagonist = blocks human EPAC2 exchange factor; EPAC2 GEF exchange of Rap1B-BODIPY-GDP, fluorescence; actives 0.18% (n = 360,000); Potency, µM (series often up to 114 µM), for inactives: at the highest dose activity, negative = inhibition, most hits filed as inhibitors; note: % is set by controls: 0 for no effect and ±100 for the full control effect; nearly all actives have a fitted effect of over 45% in size; many of its hits are not listed in these tables
EPAC1 antagonist = EPAC1 (human) antagonism; EPAC1 GEF assay, Rap1b-BODIPY-GDP exchange fluorescence; actives 0.14% (n = 360,000); O95398; Potency, µM (top dose mostly 115 µM), for the others: top-dose activity change, negative = inhibition, hits mostly inhibitors;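 note: plate controls were vehicle for no effect and positive control for full effect; nearly all actives have a fitted effect of over 50% in size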
* hit, by the source's call; & = joins results of further samples; [ ] = dose if it differs, or a comment. Calls come from the whole dose curve; as a rule, active = well fitted curve in the direction sought with a large enough effect; inconclusive = small, poorly fitted or top-dose-only effect, or another doubt; inactive = no such curve, though single readings can be large; an effect the other way counts as inactive or inconclusive. Potency is the fitted concentration of half-maximal effect. Only part of the results is shown, so the mix of outcomes need not match the whole.

O=C(C1CCCCC1)N1CCC(c2nc3c(nnn3Cc3ccccc3Cl)c(=O)[nH]2)CC1 was read as EPAC2 ag -5.9%, aSyn rescue -2.6%, PTHR1 ag -25.7%, EPAC1 ag -1.4%, TDP-43 yeast inh -6.4%, FUS yeast rescue 6.4%, EPAC2 antagonist -0.7% and EPAC1 antagonist 7.4%.
For CNC(=O)CSc1nnc(-c2cccnc2)n1CCc1ccccc1 the results were EPAC2 ag 14.5%, aSyn rescue -0.5%, PTHR1 ag -13.8%, EPAC1 ag -7.5%, TDP-43 yeast inh 1.3%, EPAC2 antagonist 2.3% and EPAC1 antagonist -24.8%.
Screening COc1ccc(/C=C2\SC(=S)N(CC(=O)N3CCN(C)CC3)C2=O)cc1 returned EPAC2 ag 4.2%, aSyn rescue 14.4%, PTHR1 ag inactive, EPAC1 ag 4.2%, TDP-43 yeast inh -10.9%, FUS yeast rescue 1.8%, EPAC2 antagonist 3.6% and EPAC1 antagonist -6.6%.
Screening CCC(=O)N1C(Cc2ccccc2)COC1(C)C (configuration not stated) returned EPAC2 ag 0.3%, aSyn rescue -2.3%, PTHR1 ag inactive, EPAC1 ag 8.3%, TDP-43 yeast inh -8.0%, FUS yeast rescue 9.8%, EPAC2 antagonist 9.9% and EPAC1 antagonist -1.1%.
`COc1ccc(F)cc1-c1cc(C(=O)NC2CCCCC2)[nH]n1` gave EPAC2 ag -3.3%, aSyn rescue -5.3%, PTHR1 ag -12.0%, EPAC1 ag -2.1%, TDP-43 yeast inh 24.3%, FUS yeast rescue 14.5%, EPAC2 antagonist 3.9% and EPAC1 antagonist 7.3%.
For CC(=O)Oc1ccc(N(c2ccccc2)S(=O)(=O)c2ccc(C)cc2)cc1 the results were EPAC2 ag 14.1%, aSyn rescue -0.8%, PTHR1 ag -20.4%, EPAC1 ag 12.0%, TDP-43 yeast inh 7.1%, FUS yeast rescue 10.1%, EPAC2 antagonist -6.0% and EPAC1 antagonist 3.8%.
For CC(C)(C)NC(=O)C1c2ccccc2OCC(=O)N1Cc1cccnc1 (configuration not stated) the results were EPAC2 ag 0.2%, aSyn rescue -14.5%, PTHR1 ag -1.9%, EPAC1 ag -12.6%, TDP-43 yeast inh 0.0%, FUS yeast rescue -15.9%, EPAC2 antagonist 4.5% and EPAC1 antagonist 4.7%.
For CC(C)CN1C(=O)CSCC1(C)C(=O)Nc1ccc2c(c1)OCCO2 (configuration not stated) the results were EPAC2 ag 2.3%, aSyn rescue 8.4%, PTHR1 ag -0.9%, EPAC1 ag 7.5%, TDP-43 yeast inh 0.9%, FUS yeast rescue -5.1%, EPAC2 antagonist 16.0% and EPAC1 antagonist 0.6%.
COc1ccc(C2CC(c3ccc(OC)cc3)n3nc(NC(=O)c4cccs4)nc3N2)cc1 (configuration not stated) was read as EPAC2 ag 6.1%, aSyn rescue 0.0%, PTHR1 ag inactive, EPAC1 ag 17.3%, TDP-43 yeast inh -14.8%, FUS yeast rescue -7.9%, EPAC2 antagonist -4.4% and EPAC1 antagonist -22.1%.
Screening Cc1ccc(S(=O)(=O)NC2=NCN(CC(=O)O)CN2)cc1 returned EPAC2 ag 7.2%, aSyn rescue -7.5%, PTHR1 ag inactive, EPAC1 ag 5.7%, TDP-43 yeast inh -13.3%, FUS yeast rescue 3.1%, EPAC2 antagonist 3.1% and EPAC1 antagonist 4.5%.
`COC(=O)[C@@]1(Cc2ccc(F)cc2)[C@H]2c3cc(C(=O)N(C)C)n(Cc4c(CO)[nH]cc(C)c4=O)c3C[C@H]2CN1C(=O)c1ccccc1` gave EPAC2 ag 6.8%, aSyn rescue -0.4%, PTHR1 ag -18.1%, EPAC1 ag -3.0%, TDP-43 yeast inh 17.2%, FUS yeast rescue 28.2%, EPAC2 antagonist -16.6% and EPAC1 antagonist -3.5%.
For CC(CCc1ccccc1)NCC(O)c1ccc(O)c(C(N)=O)c1 (configuration not stated) the results were EPAC2 ag 2.1%, aSyn rescue -0.7%&-5.3%, PTHR1 ag -2.0%, EPAC1 ag 0.9%, TDP-43 yeast inh 17.4%, FUS yeast rescue -33.1%, EPAC2 antagonist 7.7% and EPAC1 antagonist -11.6%.
Screening Cc1c(Cc2ccccc2)sc(NC(=O)Cc2ccccc2)c1C(N)=O returned EPAC2 ag 1.4%, aSyn rescue -22.2%, PTHR1 ag -7.7%[57.5 µM], EPAC1 ag -12.8%, TDP-43 yeast inh -14.5%, FUS yeast rescue 24.8%, EPAC2 antagonist 17.7% and EPAC1 antagonist 8.8%.
For COCCNC(=O)/C(=C/c1ccccc1Cl)c1ccccc1 the results were EPAC2 ag -0.1%, aSyn rescue -1.4%, PTHR1 ag inactive, EPAC1 ag -12.6%, TDP-43 yeast inh 9.7%, FUS yeast rescue 4.8%, EPAC2 antagonist -15.2% and EPAC1 antagonist -12.8%.
Screening N/C(=N\N=C/c1ccc(Br)cc1)N/N=C\c1ccc(Br)cc1 returned EPAC2 ag 10.7%, aSyn rescue -26.9%, PTHR1 ag -53.6%[inhibitor], EPAC1 ag -2.0%, TDP-43 yeast inh inconclusive, FUS yeast rescue inconclusive, EPAC2 antagonist 0.3% and EPAC1 antagonist 11.5%.
For COc1ccc(NC(=O)C2CCCN(C(=O)c3ccc(Cl)cc3)C2)cc1Cl (configuration not stated) the results were EPAC2 ag 10.1%, aSyn rescue -5.1%, PTHR1 ag -64.0%[inhibitor], EPAC1 ag -1.9%, TDP-43 yeast inh -2.5%, FUS yeast rescue -6.5%, EPAC2 antagonist 3.2% and EPAC1 antagonist -0.4%.
Screening CC(C)CNC(=O)COC(=O)C1c2ccccc2Oc2ccccc21 returned EPAC2 ag 8.7%, aSyn rescue 8.7%, PTHR1 ag -5.6%, EPAC1 ag -6.1%, TDP-43 yeast inh 16.6%, FUS yeast rescue 21.7%, EPAC2 antagonist 6.9% and EPAC1 antagonist 6.5%.
For CN(C)S(=O)(=O)c1ccc(Cl)c(NC(=O)COC(=O)CN2C(=O)C3CCCCC3C2=O)c1 (configuration not stated) the results were EPAC2 ag 2.6%, aSyn rescue -7.0%, PTHR1 ag inactive, EPAC1 ag 10.7%, TDP-43 yeast inh 14.2%[9.22 µM], FUS yeast rescue 0.8%, EPAC2 antagonist -7.5% and EPAC1 antagonist -1.3%.
O=C(/C=C\c1ccc(-c2cccc([N+](=O)[O-])c2)o1)N1CCOCC1 was read as EPAC2 ag -4.5%, aSyn rescue -1.0%, PTHR1 ag -15.5%, EPAC1 ag -5.2%, TDP-43 yeast inh -18.0%[0.397 µM], FUS yeast rescue 6.6%, EPAC2 antagonist 1.6% and EPAC1 antagonist -1.0%.
`Cc1[nH]n(C(N)=S)c(=O)c1N=Nc1cccc(Cl)c1` gave EPAC2 ag 9.5%, aSyn rescue -13.1%, PTHR1 ag -28.8%, EPAC1 ag -3.0%, TDP-43 yeast inh 13.6%, FUS yeast rescue 1.8%, EPAC2 antagonist -5.1% and EPAC1 antagonist -2.0%.
Cc1ccc(NC(=O)CNCC2CCCCC2)cc1S(=O)(=O)N(C)C was read as EPAC2 ag 0.7%, aSyn rescue 3.3%, PTHR1 ag inactive, EPAC1 ag -4.9%, TDP-43 yeast inh 6.1%, FUS yeast rescue -9.1%, EPAC2 antagonist 5.9% and EPAC1 antagonist 0.6%.
Screening CCc1c(C)n([O-])c2c([n+]1=O)CCC2 returned EPAC2 ag 15.2%, aSyn rescue -9.0%, PTHR1 ag -2.2%, EPAC1 ag 1.4%, TDP-43 yeast inh -7.8%, FUS yeast rescue inconclusive, EPAC2 antagonist 38.8%[activator] and EPAC1 antagonist 3.9%.
Screening CN(C)c1ncnc2c1ccn2C1OC(CO)C(O)C1O (configuration not stated) returned EPAC2 ag 4.4%, aSyn rescue -20.6%, PTHR1 ag -2.5%, EPAC1 ag 2.5%, TDP-43 yeast inh 17.2%, EPAC2 antagonist 4.9% and EPAC1 antagonist -4.2%.
Cc1cc(C)cc(N2C(=O)CCN(Cc3ccccc3)C2=O)c1 was read as EPAC2 ag -6.9%, aSyn rescue 4.5%, PTHR1 ag -4.3%, EPAC1 ag 1.7%, TDP-43 yeast inh -3.9%, FUS yeast rescue -11.5%, EPAC2 antagonist -0.1% and EPAC1 antagonist -5.6%.
For CC(=O)Nc1ccc(NC(=S)NC(=O)/C=C/c2ccccc2)cc1 the results were EPAC2 ag 6.4%, aSyn rescue -7.8%, PTHR1 ag inactive, EPAC1 ag -2.2%, TDP-43 yeast inh -9.2%, FUS yeast rescue 14.7%, EPAC2 antagonist 6.3% and EPAC1 antagonist -27.6%.
CCOC(=O)c1c(NC(N)=O)sc(C)c1C was read as EPAC2 ag 8.0%, aSyn rescue -24.2%, PTHR1 ag -1.3%[57.5 µM], EPAC1 ag -3.3%, TDP-43 yeast inh inconclusive, FUS yeast rescue 2.1%, EPAC2 antagonist 7.4%[57.1 µM] and EPAC1 antagonist 16.4%.
C/C(=N\NC(=O)c1cccc([N+](=O)[O-])c1)c1ccncc1 was read as EPAC2 ag 8.4%, aSyn rescue -0.3%, PTHR1 ag -18.7%, EPAC1 ag 18.5%, TDP-43 yeast inh -1.3%, FUS yeast rescue 21.4%, EPAC2 antagonist -0.6% and EPAC1 antagonist 5.4%.
`CN1CCN(C2CCN(c3cccc(Cl)c3)CC2)CC1CCO` (configuration not stated) gave EPAC2 ag -1.6%, aSyn rescue 0.8%, PTHR1 ag inactive, EPAC1 ag -17.8%, TDP-43 yeast inh -2.6%, FUS yeast rescue 11.6%, EPAC2 antagonist -3.3% and EPAC1 antagonist -19.9%.
Screening Cc1ccc(-c2nnnn2-c2ccccc2C(=O)O)cc1 returned EPAC2 ag 6.3%, aSyn rescue -13.7%, PTHR1 ag inactive, EPAC1 ag -14.7%, TDP-43 yeast inh -3.2%, FUS yeast rescue 0.5%, EPAC2 antagonist -14.7% and EPAC1 antagonist -8.4%.

Not a retest: an excerpt of the list.
Cc1cc(C)cc(N2C(=O)CCN(Cc3ccccc3)C2=O)c1 was read as EPAC2 ag -6.9%, aSyn rescue 4.5%, PTHR1 ag -4.3%, EPAC1 ag 1.7%, TDP-43 yeast inh -3.9%, FUS yeast rescue -11.5%, EPAC2 antagonist -0.1% and EPAC1 antagonist -5.6%.
For CC(=O)Nc1ccc(NC(=S)NC(=O)/C=C/c2ccccc2)cc1 the results were EPAC2 ag 6.4%, aSyn rescue -7.8%, PTHR1 ag inactive, EPAC1 ag -2.2%, TDP-43 yeast inh -9.2%, FUS yeast rescue 14.7%, EPAC2 antagonist 6.3% and EPAC1 antagonist -27.6%.
